Screening data (PubChem)
Rtt109 HAT inh = C. albicans Rtt109 histone acetyltransferase inhibition. Q5AAJ8. purified Rtt109/Vps75, ThioGlo CoA-SH fluorescence, 4 h. inhibition, % at 34.9 µM. hit rate 0.16% among 330,000. AID 540336;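 active = inhibition of at least 50% in every replicate; inconclusive = best replicate reaches 50% inhibition but some replicates fall short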
Target sequence (Q5AAJ8 whole entry, looked up): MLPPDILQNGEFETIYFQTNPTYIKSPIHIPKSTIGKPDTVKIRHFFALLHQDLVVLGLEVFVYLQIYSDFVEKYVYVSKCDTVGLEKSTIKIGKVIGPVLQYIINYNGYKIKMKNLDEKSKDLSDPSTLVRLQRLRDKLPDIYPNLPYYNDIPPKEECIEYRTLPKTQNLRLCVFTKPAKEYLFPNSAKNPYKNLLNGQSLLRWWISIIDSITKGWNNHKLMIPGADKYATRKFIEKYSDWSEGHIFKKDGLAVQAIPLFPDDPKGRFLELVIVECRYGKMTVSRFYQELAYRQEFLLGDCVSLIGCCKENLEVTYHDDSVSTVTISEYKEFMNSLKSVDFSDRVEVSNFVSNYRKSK
Wnt act = activators of Wnt/beta-catenin signaling; Wnt/beta-catenin reporter cell assay, activator, plate reader; activation, % at 9.35 µM; hit rate 1.2% among 300,000; AID 743398; in the data active = activation above about 30%, passing the limit was not always enough; inconclusive = no clear call, values can overlap the other calls;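 note: 0% = neutral control wells and 100% = positive control wells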
Tat export inh = blocks Tat-dependent protein export in E. coli; AID 488895; inhibition, % at 10 µM; hit rate 0.036% among 340,000; E. coli MC4100 TorA-mCherry Tat export, fluorescence;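 active = mean replicate inhibition at least 50% and at least half of replicates individually reaching 50%; inconclusive = only one of the two criteria met; inactive = neither criterion met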;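 note: exported cargo escapes ClpAP degradation while cytoplasmic cargo is degraded and loses fluorescence; 0% = median of neutral control wells and 100% = median of NaSCN control wells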
PvdQ acylase = P. aeruginosa PvdQ acylase inhibition. purified PvdQ acylase, fluorescence plate reader. inhibition, % at 10 µM. hit rate 0.063% among 340,000. AID 488965; in the data active = inhibition above about 30%, passing the limit was not always enough; inconclusive = no clear call, values can overlap the other calls;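 note: 0% = vehicle neutral wells and 100% = reference inhibitor wells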
CAL PDZ FP = inhibitors of human CAL PDZ peptide binding | inhibition, % at 20 µM | Q9HD26 | purified CAL PDZ, TMR-peptide fluorescence polarization, 1 h | hit rate 0.02% among 330,000 | AID 504414;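 active = highest replicate inhibition of at least 40%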;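 note: plate controls were DMSO neutral control wells for no effect and unlabeled competitor peptide control wells for full effect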
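Test system: purified CerCALP PDZ construct; Compound dosing: one concentration, 20 µM compound; Also added: TMR-labelled reporter peptide T*-PRC34 bound in PDZ groove; Read-out: inhibition from polarization loss; Controls: unlabelled peptide and DMSO controls; Signal: FP readout, S and P plane fluorescence; Incubation: 1 h at RT.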
DAGLB inh = diacylglycerol lipase beta (human) inhibition | HEK293T DAGLB membrane lysate, EnzChek fluorogenic substrate | hit rate 0.059% among 340,000 | inhibition, % at 5.17 µM | Q8NCG7; in the data active = inhibition above about 34%;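 note: 0% = enzyme with vehicle and 100% = wells lacking enzyme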
Target sequence (Q8NCG7 whole entry, looked up): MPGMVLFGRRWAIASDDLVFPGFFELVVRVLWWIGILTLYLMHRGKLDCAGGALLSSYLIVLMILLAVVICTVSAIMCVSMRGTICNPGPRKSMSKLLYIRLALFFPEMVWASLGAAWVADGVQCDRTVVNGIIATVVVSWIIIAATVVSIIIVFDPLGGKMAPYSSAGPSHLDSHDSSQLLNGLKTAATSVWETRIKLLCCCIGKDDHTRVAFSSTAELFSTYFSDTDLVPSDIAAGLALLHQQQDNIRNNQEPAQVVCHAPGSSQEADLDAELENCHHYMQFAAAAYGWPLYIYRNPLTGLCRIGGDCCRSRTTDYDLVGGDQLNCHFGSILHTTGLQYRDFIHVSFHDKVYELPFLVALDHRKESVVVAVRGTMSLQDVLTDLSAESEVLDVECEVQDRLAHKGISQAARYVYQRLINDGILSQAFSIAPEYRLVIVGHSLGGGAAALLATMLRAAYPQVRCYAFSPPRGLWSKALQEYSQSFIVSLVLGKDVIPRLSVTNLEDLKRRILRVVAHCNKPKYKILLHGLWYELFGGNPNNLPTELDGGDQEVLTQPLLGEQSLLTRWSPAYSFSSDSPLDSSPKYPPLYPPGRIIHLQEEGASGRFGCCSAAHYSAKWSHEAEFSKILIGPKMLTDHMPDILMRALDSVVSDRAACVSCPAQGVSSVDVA
AddAB inh = less growth of phage-infected E. coli with AddAB; E. coli expressing H. pylori AddAB, absorbance growth; inhibition, % at 11.9 µM; hit rate 0.29% among 330,000; in the data active = inhibition above about 12%;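 note: 0% = vehicle wells of infected cells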
PfHsp90 yeast 2 = reduces growth (ATP signal) of yeast expressing P. falciparum Hsp90 | hit rate 0.32% among 310,000 | S. cerevisiae expressing PfHsp90, BacTiter-Glo ATP, 48 h; yeast lacking PDR1 and PDR3 efflux regulators | inhibition, % at 9.4 µM;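 active = every replicate shows inhibition above about 80%, whatever the replicate mean, limit read from the data; inconclusive = mean inhibition reaches the set limit but some replicate falls short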;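 note: 0% = DMSO neutral controls and 100% = 20 µM radicicol positive controls; yeast relying on Plasmodium falciparum Hsp90 in place of its own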
phage Ecoli inh = E. coli growth loss with phage present; growth absorbance; inhibition, % at 11.9 µM; hit rate 0.26% among 360,000; AID 651602; in the data active = inhibition above about 11%
E coli growth = reduces bacterial viability in AddAB counter-screen | E. coli V3065 growth, OD600 absorbance, 18 h | inhibition, % at 11.9 µM | hit rate 0.27% among 330,000;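 active = inhibition above the campaign's mean inhibition across all tested compounds plus 3 SD, cut at about 9.9% in these data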;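 note: uninfected addAB+ strain grown without phage in ampicillin broth; 0% = DMSO wells and 100% = ciprofloxacin 0.95 µg/ml wells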
Starred values were filed as active, the others as inactive; ? = inconclusive; nt = not tested or not shown. Rows were taken by chance; 1.9% or so of the library scored in one or more.

SMILES	Rtt109 HAT inh	Wnt act	Tat export inh	PvdQ acylase	CAL PDZ FP	DAGLB inh	AddAB inh	PfHsp90 yeast 2	phage Ecoli inh	E coli growth
O=C(c1nc2ccccc2s1)N1CCSCC1	-10	15	11	-10	-1.0	-5	1.7	-18	-0.2	1.6
S=c1[nH]nc(-c2cc(-c3ccccc3)n[nH]2)n1/N=C/C=C/c1ccccc1	8	11	9	15	-0.4	11	0.0	-22	0.4	-2.7
O=C(/C=C/NCc1cccnc1)C(F)(F)C(F)(F)F	-6	-1	0	-24	-1.4	-1	3.1	-10	4.0	0.7
CCc1c(C)nc(N)c(C#N)c1-c1ccccc1	-10	-13	5	-7	-0.1	-1	2.8	12	3.8	1.0
COc1ccc(CNCCCC(=O)Nc2c(Cl)ccc(C)c2Cl)cc1OC	-6	0	-11	-13	-2.1	-2	3.7	1	3.9	1.4
C/C(=N/OC(=O)c1ccc(F)cc1)c1ccc(C)cc1	-6	nt	4	9	-0.3	-14	3.2	8	4.0	1.9
Cc1cc(=O)n2[nH]c(-c3ccc(F)cc3)cc2n1	1	nt	0	-18	nt	1	2.1	-17	3.0	-0.1
COc1cccc(C(=O)NCC(c2ccco2)N2CCOCC2)c1 (stereo not given)	0	2	11	-6	-0.7	1	2.8	-20	3.0	3.1
CC(C)Cc1cc(C(=O)Nc2sc3c(c2C#N)CCC3)no1	2	0	-6	7	0.9	-4	0.0	-7	-1.5	-2.3
O=C(CSc1nncn1-c1cccnc1)Nc1cccc([N+](=O)[O-])c1	-12	-2	3	-11	-2.0	-1	3.1	2	3.6	-2.0
CC(C)(C)Nc1nc(OCC#N)nc(N2CCCCC2)n1	2	-2	3	-4	-0.5	1	1.8	-17	1.9	1.6
N/C(=N\OC(=O)c1ccc(Cl)c([N+](=O)[O-])c1)c1ccccc1	0	2	-1	30	0.2	-3	3.8	13	0.8	-3.0
Cc1cccc2c1-c1sc(C(=O)N3CCc4ccccc4C3)cc1CO2	12	-1	-2	3	-1.2	-13	-0.6	10	1.0	0.3
CC(C)(C)C(=O)CSc1nc2ncc(Br)cc2[nH]1	0	-4	-10	-6	nt	2	2.8	-5	0.9	0.6
Cc1cc(C)c(S(=O)(=O)N(C)c2ccccc2)c(C)c1	0	1	-3	-12	-2.2	-7	0.6	nt	1.7	0.9

Four of the compounds above, with two lines to a compound.
Order of values: Rtt109 HAT inh, Wnt act, Tat export inh, PvdQ acylase, CAL PDZ FP, DAGLB inh, AddAB inh, PfHsp90 yeast 2, phage Ecoli inh, E coli growth
- C/C(=N/OC(=O)c1ccc(F)cc1)c1ccc(C)cc1
    -6, nt, 4, 9, -0.3, -14, 3.2, 8, 4.0, 1.9
- Cc1cc(=O)n2[nH]c(-c3ccc(F)cc3)cc2n1
    1, nt, 0, -18, nt, 1, 2.1, -17, 3.0, -0.1
- COc1cccc(C(=O)NCC(c2ccco2)N2CCOCC2)c1 (stereo not given)
    0, 2, 11, -6, -0.7, 1, 2.8, -20, 3.0, 3.1
- CC(C)Cc1cc(C(=O)Nc2sc3c(c2C#N)CCC3)no1
    2, 0, -6, 7, 0.9, -4, 0.0, -7, -1.5, -2.3

More entries:
SMILES	Rtt109 HAT inh	Wnt act	Tat export inh	PvdQ acylase	CAL PDZ FP	DAGLB inh	AddAB inh	PfHsp90 yeast 2	phage Ecoli inh	E coli growth
Cc1ccc(/C=N/NC(=O)NN(C)c2ncc(C(F)(F)F)cc2Cl)cc1	2	-1	-1	-6	23	1	0.0	nt	1.8	0.4
CC(C)(C)OC(=O)NN1CC(=O)N2Cc3[nH]c4ccccc4c3C[C@H]2C1=O	-1	1	3	-17	1.0	1	-0.2	-15	1.0	1.0
CC(C)c1ccc(NC(=O)C2CCN(C(=O)[C@@H]3Cc4ccccc4CN3)CC2)cc1	23	1	2	10	-3.8	2	2.0	7	2.2	3.0
CNc1ccc(/C=C(\C#N)C(=O)Nc2ccccn2)cc1[N+](=O)[O-]	1	-1	-11	8	-1.3	-3	2.3	9	-0.1	1.1
CCN(CC)CCNC(Cc1ccccc1)c1cccc(OC)c1 (stereo not given)	-2	1	6	-14	0.1	1	nt	-10	2.2	nt
O=C(c1cccc(S(=O)(=O)NCCOc2ccccc2)c1)N1CCN(c2ncccn2)CC1	5	nt	-6	-17	0.0	-3	-0.6	6	2.3	-0.7
CCSc1nnc(NC(=O)C(C)Sc2nc3ccccc3[nH]2)s1 (stereo not given)	?	nt	-10	4	-4.5	1	2.8	10	1.9	0.5
O=C(CN1C(=O)c2cccc3cccc1c23)N1CCN(c2ccccc2)CC1	-13	-2	8	-3	-0.8	-4	-2.3	8	0.0	1.4
CC(C)C(=O)Nc1nnc(Sc2ccc(N(C)C)cc2)s1	4	0	0	4	-0.5	3	3.1	-17	-0.1	1.0
Cc1noc(C)c1CSc1ncnc2sc(C)c(C)c12	1	nt	2	-11	-1.3	-17	-0.3	5	0.6	0.4
Cn1ccc2cc(NC(=O)Nc3cccnc3)ccc21	-16	13	5	-12	3.0	4	-2.6	5	1.9	-1.0
CC(=O)c1c(C)[nH]c(C(=O)OC2CCCCC2=O)c1C (stereo not given)	1	nt	-1	-11	-3.3	-4	0.5	-1	0.2	0.0
Cc1ccc(O)c(C2=Nc3ccccc3N=C(c3cccc([N+](=O)[O-])c3)C2)c1	-7	2	2	-3	-2.5	-3	2.3	-10	1.5	-0.1
COC(=O)c1c(NC(=O)C(Cl)Cl)sc2c1C(C(=O)OC)CC2 (stereo not given)	-9	-2	-4	5	-0.7	-5	1.6	-20	3.7	-2.0
Cc1cccc(NC(=O)C(C)Sc2nc3ccccc3c(=O)n2CCCN2CCOCC2)c1 (stereo not given)	6	16	-18	-11	-0.5	-2	-2.1	3	-0.5	-2.5
COc1cc2c(cc1NC(=O)CN1C(=O)NC3(CCc4ccccc43)C1=O)oc1ccccc12 (stereo not given)	4	-2	9	-4	-4.4	1	3.0	-53	4.7	-1.4
CCOC(=O)COc1nc(-c2ccco2)cc(-c2ccco2)c1C#N	-7	0	-4	-10	-0.4	nt	2.7	-14	1.3	-0.5
COc1ccc([C@H]2CC(=O)C=C(c3ccc(Cl)c(C(F)(F)F)c3)C2)cc1OC	10	-3	6	14	-2.7	-2	0.8	-18	3.0	-0.9
COCCCn1c(C(=O)N2CCOCC2)cc2c(=O)n3cccc(C)c3nc21	-64	-2	3	-12	-2.8	1	-0.3	-9	1.6	0.7
CC1(C)O[C@@H]2C[C@H]3[C@@H]4CCC5=CC(=O)CC[C@]5(C)[C@@]4(F)[C@@H](O)C[C@]3(C)[C@]2(C(=O)CCl)O1	-2	0	-7	-4	0.1	-2	0.9	3	3.5	0.7
CN(/N=C/c1cccnc1)c1cnc2ccccc2n1	-32	16	-4	-6	-1.7	0	1.2	0	2.0	0.8
CC1CCCCC1NC(=O)c1cc(S(=O)(=O)N2CCOCC2)ccc1Cl (stereo not given)	-10	0	3	-3	-0.2	2	-4.2	nt	3.6	-0.1
CN1C(=O)[C@H]2[C@@H](C3CC3)N3C(=O)CN(Cc4ccccc4)C(=O)[C@@]3(C)[C@H]2C1=O	-1	-2	4	1	0.1	-1	-0.9	-19	0.9	-3.3
CCC(C)Sc1nc2c(c(=O)[nH]c(=O)n2C)n1CC(O)COc1ccccc1C (stereo not given)	4	-3	17	0	-4.4	0	-2.0	-7	0.0	-1.5
OC[C@H]1O[C@H](OCc2ccccc2)[C@H](O[C@@H]2OC[C@@H](O)[C@H](O)[C@H]2O)[C@@H](O)[C@@H]1O	-7	-2	5	-1	1.1	-1	2.5	7	3.7	-2.0
Cc1c(C(c2cccc(Br)c2)c2c(C)n(C)n(-c3ccccc3)c2=O)c(=O)n(-c2ccccc2)n1C	8	3	3	-14	0.0	-1	2.5	-3	1.8	-2.6
CCN(CC(=O)Nc1c(F)cccc1F)C(=O)CSc1nc(C)cc(C)n1	-7	1	6	-16	-2.4	0	0.6	5	3.1	2.8
Cc1nc(C)c(-c2csc(Nc3ccc(S(N)(=O)=O)cc3)n2)s1	0	0	5	-17	-2.7	-3	nt	-9	0.9	nt
CC(=O)NC1(C(F)(F)F)NC(=O)N(CCc2ccccc2)C1=O (stereo not given)	-5	2	0	-9	-0.8	-7	0.1	11	1.4	-1.2
CC1=CC=CC2=N/C(=N\S(=O)(=O)c3ccc(F)cc3F)c3ccccc3CN12	8	1	-2	9	-0.9	-5	1.4	0	2.4	-1.6
N#Cc1cc(S(=O)(=O)N2CCOCC2)ccc1N1CCOCC1	20	1	-2	9	-2.4	-1	3.5	-7	1.4	1.6
Cc1ccc(S(=O)(=O)OCCC2=CC(=O)CCN2Cc2ccccc2)cc1	3	0	2	-7	-2.3	2	-0.2	7	1.8	-0.5
COc1ccc(N=[N+]([O-])c2ccc(OC)cc2)cc1	-3	1	-6	6	-1.4	-10	nt	nt	1.5	nt
COc1ccc(-c2nc(CN3CCCCC3c3cccnc3)c(C)o2)c(F)c1 (stereo not given)	nt	-1	4	7	-0.1	2	3.0	-9	1.3	2.6
Cc1cc(C)cc(NC(=O)CN2CCN(c3ccccc3)CC2)c1	-14	0	0	-11	1.1	-10	2.3	-8	1.4	0.5
COc1cc(C)c(NC(=O)COc2ccc3c(c2)CCC3)cc1OC	2	2	3	-8	0.5	-4	0.9	-10	3.1	-0.3
CCN1C(c2ccccc2)=C(c2ccccc2)S/C1=C\C=C1/SC(=S)N(C)C1=O	-2	-3	-18	-8	-6.8	14	1.6	46	2.2	1.7
Cc1ccccc1OCC(=O)Nc1ccccc1NC(=O)c1ccco1	1	0	-11	-3	-2.3	0	1.4	-3	-0.5	3.6
CCOC(=O)/C(=N\Nc1ccccc1Cl)N1CCN(C)CC1	1	-1	1	-3	-1.4	-2	0.7	8	1.9	4.1
CC(C)(O)C#Cc1ccc(CN2CCCC(CNC(=O)c3ccco3)C2)cc1 (stereo not given)	-6	-3	-3	-4	-2.5	3	-2.4	-5	0.7	-3.1
CCN1C(=O)C(CC(=O)Nc2ccc(F)cc2)N(CCc2ccc(OC)cc2)C1=S (stereo not given)	7	-1	11	13	nt	-2	0.2	17	4.0	-1.1
CCOC(=O)C1C(c2ccc(OC)cc2)N(C)OC1(O)C(F)(F)F (stereo not given)	nt	-1	5	-11	-1.3	1	2.4	-11	4.4	0.9
CC(C)(C)Nc1cccccc1=O	-10	nt	3	-5	-0.2	0	2.3	16	0.7	0.8
C(=NOCc1ccccc1)c1ccncc1	-4	8	-11	-10	-0.4	-1	nt	-10	2.3	nt
O=C(CSc1nnc(-c2cccnc2)n1Cc1ccccc1)NCc1ccco1	-2	-6	2	-10	-0.1	-1	-1.1	-37	2.2	-1.1
Cc1[nH]c(-c2ccc3c(c2)OCO3)nc1C(=O)O	-8	-1	5	-14	-0.5	2	-1.4	25	0.0	-1.8
O=C(NNC(=O)c1ccccc1-c1ccccc1C(=O)O)c1ccccc1	1	0	-6	5	-0.2	-2	2.2	-12	1.9	-1.9
COc1cc(CN2CCN(c3ncccn3)CC2)cc(OC)c1	-5	0	6	-10	0.7	1	6.3	9	2.5	0.5
O=C1[C@@H]2CSCN2C(=O)CN1Cc1ccc(F)cc1	12	1	0	-10	-0.2	0	0.8	19	3.0	0.9
COc1ccc(/C=N/NC(=O)c2ccc3c(c2)OCCO3)cc1[N+](=O)[O-]	5	nt	-3	22	-0.7	-4	0.8	-12	-0.2	0.4
